# CD11b adhes inh: inhibitors of human CD11b/CD18 binding to fibrinogen | P05107+P11215 | inhibition, % at 10 µM | 93,000 tested, 0.54% active | K562 CD11b/CD18 adhesion to fibrinogen, ATPlite luminescence; Mn2+ added to activate the integrin;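 active = primary inhibition of 50% or more at 10 µM, then 40% or more on retest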; also: some results filed as inactive read as strong as hits
# FAK inh: blocks human focal adhesion kinase activity; AID 727; biochemical FAK kinase activity assay; 97,000 tested, 0.84% active; inhibition, %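 (tested at 7 µM)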; in the data active = inhibition above about 19%;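 also: 0% = DMSO and 100% = reference compound high control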
# ERb coact inh: ER-beta (human) coactivator binding inhibition | inhibition, % at 25.6 µM | 86,000 tested, 1.3% active | Q92731 | TR-FRET ER-beta LBD / SRC1-Cy5 peptide binding; receptor agonist-loaded with 1 µM estradiol | AID 633;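 active = compounds whose percent inhibition of the receptor-coactivator binding signal exceeds about 50% in the single-dose screen, limit read from the data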;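 also: 0% = receptor plus peptide wells without compound and 100% = peptide-only wells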
# ERa SRC1 inh: blocks coactivator binding to human estrogen receptor alpha; P03372; TR-FRET ER-alpha LBD / SRC-1 peptide, estradiol-bound; inhibition, % at 25.6 µM; 86,000 tested, 1.7% active; AID 629; in the data active = inhibition above about 50%;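 also: 0% = receptor plus peptide control and 100% = peptide only without receptor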
# Target sequence (P03372 whole entry, looked up, the tested form may be a part): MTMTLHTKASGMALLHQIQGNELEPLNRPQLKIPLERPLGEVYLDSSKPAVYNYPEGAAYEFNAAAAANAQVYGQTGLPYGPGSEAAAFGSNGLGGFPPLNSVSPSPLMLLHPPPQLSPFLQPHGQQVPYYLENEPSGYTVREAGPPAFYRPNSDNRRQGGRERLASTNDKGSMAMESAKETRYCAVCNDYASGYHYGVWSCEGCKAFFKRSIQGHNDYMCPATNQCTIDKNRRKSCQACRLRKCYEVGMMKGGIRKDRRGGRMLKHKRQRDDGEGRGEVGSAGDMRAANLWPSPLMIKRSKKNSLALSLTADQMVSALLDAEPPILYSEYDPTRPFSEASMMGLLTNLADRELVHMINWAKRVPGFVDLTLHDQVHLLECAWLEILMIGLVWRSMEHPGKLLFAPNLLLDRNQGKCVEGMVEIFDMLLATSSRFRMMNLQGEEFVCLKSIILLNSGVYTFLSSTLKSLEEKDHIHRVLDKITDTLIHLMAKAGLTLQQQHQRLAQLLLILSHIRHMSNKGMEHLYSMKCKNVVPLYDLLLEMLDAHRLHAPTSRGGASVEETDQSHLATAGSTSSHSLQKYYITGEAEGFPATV
# CD11b adhes enh: enhancers of human CD11b/CD18 binding to fibrinogen | P05107+P11215 | activation, % at 10 µM | AID 1499 | 93,000 tested, 0.07% active | K562 CD11b/CD18 adhesion to fibrinogen, ATPlite luminescence;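 active = 10 µM primary screen giving 50% or more activity, confirmed by 40% or more on retest at that dose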; also: strong numbers were not always called active
# Plk1 PBD FP: blocks phosphopeptide binding to human Plk1 polo box domain; Plk1 PBD phosphopeptide binding, fluorescence polarization; inhibition, %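 (tested at about 20 µM)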; 97,000 tested, 0.13% active; AID 693; in the data active = inhibition above about 34%, passing the limit was not always enough
# PLK1 inh: blocks human PLK1 kinase activity | P53350 | recombinant PLK1 kinase, TR-FRET peptide phosphorylation | inhibition, % at 10 µM | 97,000 tested, 0.53% active | AID 619;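 active = inhibition of 50% or more in the single-concentration screen; inactive = inhibition below 50%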;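 also: 0% = DMSO max control and 100% = H-89 dihydrochloride min control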
# ERa coact pot: enhances coactivator binding to human estrogen receptor alpha. TR-FRET ERalpha-LBD/SRC-Cy5 coactivator binding, 2 h; 100 = basal binding, no effect. 86,000 tested, 1.3% active. P03372. coactivator binding (% of control), % at 25.6 µM; in the data active = activity above about 200%;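 also: binding measured in presence of low estradiol as agonist stimulus; 0% = peptide alone without receptor and 100% = receptor with peptide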
# HIV Rev-RRE inh: inhibitors of HIV-1 Rev-RRE RNA interaction; P05866; Rev peptide-RRE RNA binding, FRET; inhibition, % at 8 µM; 97,000 tested, 0.79% active;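 active = inhibition above the screen-wide mean plus 3 SD, cut at about 35% in these data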;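 also: 0% = median DMSO wells and 100% = median Neomycin B control wells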
# Target sequence (P05866 whole entry, looked up): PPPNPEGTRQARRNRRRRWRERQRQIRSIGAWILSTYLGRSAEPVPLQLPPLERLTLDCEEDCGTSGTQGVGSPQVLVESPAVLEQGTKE
#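 Assay system: Labelled RRE RNA duplex and labelled Rev peptide | Times: 5 min preincubation and 15 min binding, 25 °C | Detection: FRET, ex 480 nm, em 540 and 671 nm | Evaluation: % inhibition of FRET ratio versus controls | Benchmarks: DMSO wells as 0% and neomycin B wells as 100% inhibition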
# An asterisk follows results filed as active; . = not tested or not shown; [ ] = remark or other dose. Compounds were not picked by outcome; any-hit rate near 4.7%.
ERa SRC1 inh,ERa coact pot,ERb coact inh,PLK1 inh,HIV Rev-RRE inh,CD11b adhes enh,CD11b adhes inh,FAK inh,Plk1 PBD FP,SMILES
-8,117,-11,-75,138*[fluorescence artefact?],.,.,-2,-32,CN(C)c1ccc(/C=C2\SC(=S)N(Nc3ncc(C(F)(F)F)cc3Cl)C2=O)cc1
5,116,0,-6,12,-2,18,-2,-10,CCOC(=O)c1ccc(CSc2nnc(-c3ccncc3)n2N)cc1
.,.,.,-10,-5,0,-2,0,15,O=C(CCc1ccccc1)NNC(=O)C12CC3CC(CC(C3)C1)C2
-2,105,-13,9,-3,-1,-10,2,-27,CCOC(=O)C1CCN(C(=O)C23CC4CC(CC(C4)C2)C3)CC1
-13,128,0,-6,5,0,-8,3,9,Cc1nn(CCCNC(=O)C2CCCO2)cc1Br (stereo not drawn)
.,.,.,-9,5,.,.,-11,-11,Cc1nn(C)c(Cl)c1NC(=O)OCc1ccc(F)cc1
2,96,14,-15,1,5,14,0,18,O=C(Nc1ccc2c(c1)OCO2)C1CCCN(S(=O)(=O)c2cccs2)C1 (stereo not drawn)
0,106,3,-5,5,-2,-8,-1,11,Cn1c(=S)n(/N=C/c2ccc3c(c2)OCO3)c2ccccc21
-1,93,1,-14,1,-1,-52,-2,1,COC(=O)C(NC(C)=O)(Nc1nc2ccc(C)cc2s1)C(F)(F)F (stereo not drawn)
-5,115,-3,.,.,-1,-5,.,.,O=C(O)C1CCCN(S(=O)(=O)c2cccc3cccnc23)C1 (stereo not drawn)
5,129[fluorescence artefact?],0,-6,6,2,8,1,-20,COCCN(C(=O)Cn1nnc2ccccc21)C(C(=O)NC1CCCC1)c1cc(OC)ccc1OC (stereo not drawn)
.,.,.,-26,99*[fluorescence artefact?],0,4,15,-12,O=C(O)c1ccccc1-c1ccc(/C=c2\sc3nc4cc(Br)cnc4n3c2=O)o1
.,.,.,-12,11,-1,-8,0,6,CCCCCC(/C=N/Nc1ccc(S(=O)(=O)N2CCOCC2)cc1[N+](=O)[O-])=C\c1ccccc1
-1,94,10,-18,5,-3,-6,5,4,Cc1c(Cl)cccc1NC(=O)c1cc(C2CC2)on1
8,104,-2,.,.,-1,5,.,.,O=C(Cn1nnc(-c2cccc(C(F)(F)F)c2)n1)N1CCOCC1
13,61[fluorescence artefact?],23,-4,82*[fluorescence artefact?],-3,60,18,-33,Cc1cccc(S(=O)(=O)C(C#N)c2nc3ccccc3nc2N2CCCC2)c1 (stereo not drawn)

# Reprinted from the part before: 2 entries, followed by the next part.
ERa SRC1 inh,ERa coact pot,ERb coact inh,PLK1 inh,HIV Rev-RRE inh,CD11b adhes enh,CD11b adhes inh,FAK inh,Plk1 PBD FP,SMILES
8,104,-2,.,.,-1,5,.,.,O=C(Cn1nnc(-c2cccc(C(F)(F)F)c2)n1)N1CCOCC1
13,61[fluorescence artefact?],23,-4,82*[fluorescence artefact?],-3,60,18,-33,Cc1cccc(S(=O)(=O)C(C#N)c2nc3ccccc3nc2N2CCCC2)c1 (stereo not drawn)
-3,94,21,-3,7,0,11,-1,-18,CC1=CC(C)(C)N(C(=O)C(C)N2C(=O)c3ccccc3C2=O)c2c(C)cc(C)cc21 (stereo not drawn)
-6,237*[fluorescence artefact?],-8[fluorescence artefact?],2,4,-1,-23,3,-6,Nc1ccc(NC(=O)c2cccs2)c(Cl)c1
6,108,8,-4,9,0,7,6,21,CCCc1nc(N)c(C#N)c(-c2ccco2)c1CC
26,60,40[fluorescence artefact?],-11,11,-3,5,-16,13,COC(=O)c1c(-c2ccco2)csc1NC(=O)C1CC=CCC1C(=O)O (stereo not drawn)
2,88,5,-11,-4,-3,-6,3,-28,CCN(CC)CCn1c(NCc2ccc(C)o2)nc2ccccc21
-2,88,-7,-31,13,-5,17,-2,-5,CCC(c1nnnn1Cc1ccc(OC)cc1)N(CCCO)Cc1cc2cc3c(cc2[nH]c1=O)OCO3 (stereo not drawn)
-2,128,-11,-9,0,12,2,-2,6,Cc1cc(C)nc(N(C#N)CCOc2ccccc2)n1
5,115,3[fluorescence artefact?],1,4,-1,-5,-3,17,Cc1cc(=O)[nH]c(Cc2ccc(OC(C)C)cc2)n1
-10,136[fluorescence artefact?],-7,-9,9,-2,1,-2,2,CSc1nnc(-c2ccccc2)o1
-14[fluorescence artefact?],107,-4[fluorescence artefact?],-6,6,6,22,2,8,COc1ccc(-c2csc(N3CCN(Cc4ccc5c(c4)OCO5)CC3)n2)cc1
-5,102[fluorescence artefact?],-5,4,1,-1,-6,-3,16,Cc1ccccc1OCCSc1nnc(-c2ccncc2)n1C
-9,130,-6,-1,2,3,-23,-1,-8,C/C(NC1CCCC1)=C(/C#N)C(N)=O
-7,105,-7,.,.,2,1,.,.,Cc1nc2cc(C(=O)NCCN3CCOCC3)ccc2n1-c1ccc(F)cc1F
16,94,-2,-9,5,-1,0,1,8,Cn1nc([N+](=O)[O-])nc1Oc1ccccc1
.,.,.,-19,-4,-2,15,1,22,CCC(C)C(=O)N1c2ccccc2C(=C2SC(C(=O)OC)=C(C(=O)OC)S2)C(=S)C1(C)C (stereo not drawn)
.,.,.,-12,13,.,.,2,-14,COc1cc(OC)nc(Oc2ccccc2C(=O)Oc2ccc(C)cc2)n1
.,.,.,-5,1,-2,-1,-3,-24,COc1ccc(Cl)cc1NC(=O)C/C(C)=N/NC(=O)CC#N
-2,93,2[fluorescence artefact?],-15,4,2,7,4,-17,O=C1Nc2ccccc2C12Nc1ccccc1S2 (stereo not drawn)
.,.,.,-5,7,-2,3,-1,9,CC(=N\Nc1ccc(Cl)cc1)/C(=N/O)C(=O)Nc1ccccc1
.,.,.,-8,6,.,.,-1,-19,CCn1c(C)c(C)c2cc(C(=O)Nc3cccc(Cl)c3)ccc21
.,.,.,-9,2,-1,-10,1,-6,Cc1cc(NC(=O)Cn2c(=O)n(Cc3ccccc3)c(=O)c3ccccc32)no1
8[fluorescence artefact?],117,1[fluorescence artefact?],-16,11,-1,12,0,-20,CC1(C)NC(=O)N(CCOCCOc2ccc3ccccc3c2Br)C1=O
0,89,-6,1,-3,0,-6,-5,30,CC12CN3CC(C)(CN(C1)C3c1cc(Br)ccc1O)C2=O (stereo not drawn)
-4,102,-3,-3,9,.,.,-4,-17,CN(C)S(=O)(=O)N1CCN(C(=O)N2CCCCC2)CC1
-10,111,4,-4,4,.,.,2,-15,COc1ccc(CCNC(=O)CCN2C(=O)C3CC=CCC3C2=O)cc1OC (stereo not drawn)
2,126[fluorescence artefact?],2[fluorescence artefact?],.,.,0,-9,.,.,COc1ccc2cc(C(=O)NCc3ccco3)c(=Nc3ccc(C(=O)O)cc3)oc2c1
-8,103,-2,-7,3,-1,-1,-8,-10,CC(C)C[C@H](NC(=O)NC(C)C)C(=O)O
10[fluorescence artefact?],109,-2[fluorescence artefact?],-7,4,-3,-3,-4,0,CC1(C)CC(=O)C(C=NCCN2CCN(C(=O)c3ccccc3)CC2)=C(O)C1
3,103,-2,.,.,-3,-17,.,.,Cc1nc(SCc2nnc(-c3ccc(Cl)cc3)o2)c2c3c(sc2n1)CCC3
.,.,.,-6,7,.,.,-6,1,O=C(NNS(=O)(=O)c1ccc(Cl)cc1)c1sccc1-n1cccc1
0,92,-1,-5,0,2,-33,0,3,CN(Cc1ccccc1)c1ccc(S(=O)(=O)N2CCOCC2)cn1
.,.,.,-6,18,.,.,0,-19,Cc1ccc(OCC(=O)Nc2ccccc2-c2ccccc2)cc1
60*[fluorescence artefact?],54[fluorescence artefact?],56*,-8,12,0,0,12,4,O=C(COC(=O)CN1C(=O)c2ccccc2C1=O)Nc1ncc(Cl)cc1Cl
-1,109,8,9,1,-6,-33,0,15,CCOC(=O)C1CCN(C(=O)Nc2ccc3nc(C)c(C)nc3c2)CC1
-1,93,-13,-4,9,1,-26,0,11,O=C(NC1CCCCC1)c1cccs1
0,112[fluorescence artefact?],-9,-8,-2,-2,2,2,12,CC(C)c1ccc(NC(=O)C2C3C=CC4(CN(CCCN5CCOCC5)C(=O)C24)O3)cc1 (stereo not drawn)
.,.,.,-11,7,0,-4,-5,20,O=C(CC(c1ccccc1O)N1CCCCC1)N1CCCCC1 (stereo not drawn)
-4,100,-8,-8,7,-5,8,-2,-7,CCOc1cc(C2/C(=C(\O)c3cc(C)ccc3C)C(=O)C(=O)N2CCN(C)C)ccc1O (stereo not drawn)
.,.,.,-9,12,0,-23,1,-5,Cc1ccc(C)c(NC(=O)C2C(c3ccccc3)C2(Cl)Cl)c1 (stereo not drawn)
.,.,.,-6,1,-2,-4,0,-6,Cc1cc(C)cc(OCC(=O)NNC(=O)c2ccoc2C)c1
53*[fluorescence artefact?],40[fluorescence artefact?],64*,-6,6,1,4,0,-6,Cc1cc(C(=O)Nc2sc3c(c2C#N)CCC3)no1
6,116,-2,.,.,-1,-12,.,.,CCc1nnc(SCC(=O)Nc2ccc(C(C)=O)cc2)nc1CC
28[fluorescence artefact?],107,-3[fluorescence artefact?],-4,5,-4,1,-4,-12,COc1cccc(NC(=O)Cn2nnc(C(=O)Nc3ccccc3)c2N)c1
30,61[fluorescence artefact?],16,-3,5,-3,-21,2,-7,COC(=O)CSc1nc2ncc(Cl)cc2[nH]1

# Structures listed so far with a Cl atom, in the order listed:
ERa SRC1 inh,ERa coact pot,ERb coact inh,PLK1 inh,HIV Rev-RRE inh,CD11b adhes enh,CD11b adhes inh,FAK inh,Plk1 PBD FP,SMILES
-8,117,-11,-75,138*[fluorescence artefact?],.,.,-2,-32,CN(C)c1ccc(/C=C2\SC(=S)N(Nc3ncc(C(F)(F)F)cc3Cl)C2=O)cc1
.,.,.,-9,5,.,.,-11,-11,Cc1nn(C)c(Cl)c1NC(=O)OCc1ccc(F)cc1
-1,94,10,-18,5,-3,-6,5,4,Cc1c(Cl)cccc1NC(=O)c1cc(C2CC2)on1
-6,237*[fluorescence artefact?],-8[fluorescence artefact?],2,4,-1,-23,3,-6,Nc1ccc(NC(=O)c2cccs2)c(Cl)c1
.,.,.,-5,1,-2,-1,-3,-24,COc1ccc(Cl)cc1NC(=O)C/C(C)=N/NC(=O)CC#N
.,.,.,-5,7,-2,3,-1,9,CC(=N\Nc1ccc(Cl)cc1)/C(=N/O)C(=O)Nc1ccccc1
.,.,.,-8,6,.,.,-1,-19,CCn1c(C)c(C)c2cc(C(=O)Nc3cccc(Cl)c3)ccc21
3,103,-2,.,.,-3,-17,.,.,Cc1nc(SCc2nnc(-c3ccc(Cl)cc3)o2)c2c3c(sc2n1)CCC3
.,.,.,-6,7,.,.,-6,1,O=C(NNS(=O)(=O)c1ccc(Cl)cc1)c1sccc1-n1cccc1
60*[fluorescence artefact?],54[fluorescence artefact?],56*,-8,12,0,0,12,4,O=C(COC(=O)CN1C(=O)c2ccccc2C1=O)Nc1ncc(Cl)cc1Cl
.,.,.,-9,12,0,-23,1,-5,Cc1ccc(C)c(NC(=O)C2C(c3ccccc3)C2(Cl)Cl)c1 (stereo not drawn)
30,61[fluorescence artefact?],16,-3,5,-3,-21,2,-7,COC(=O)CSc1nc2ncc(Cl)cc2[nH]1

# Screening data: PubChem, several laboratories
